LYPLA1 inh – counter-screen for PME1 inhibitors: inhibitors of human LYPLA1; O75608; recombinant LYPLA1, FP-Rh probe fluorescence polarization; inhibition, % at 5.9 µM; 320,000 compounds, 0.16% hits; AID 2174;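 active = inhibition above the mean of all tested compounds plus 3 SD, set per campaign, cut at about 14% in these data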;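 also: inhibitors block serine hydrolase probe labeling of LYPLA1 so polarization falls; 0% = enzyme with DMSO and 100% = wells lacking LYPLA1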
PAFAH2 FP inh – inhibitors of human PAFAH2; Q99487; recombinant PAFAH2, FP-rhodamine activity probe, fluorescence polarization; inhibition, % at 3.39 µM; 340,000 compounds, 0.99% hits;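 active = inhibition above the mean over all tested compounds plus 3 SD, cut at about 30% in these data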;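 also: inhibitors block probe labeling of enzyme so polarization drops; 0% = enzyme with DMSO and 100% = wells lacking PAFAH2 protein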
GSTO1 counter – blocks human GSTO1 in RBBP9 counter-screen; P78417; recombinant GSTO1, activity-based probe fluorescence polarization; inhibition, % at 5.96 µM; 300,000 compounds, 1.1% hits;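 active = inhibition above the campaign mean inhibition plus 3 SD, cut at about 35% in these data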;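 also: 0% = GSTO1-1 with DMSO and 100% = wells lacking GSTO1-1 enzyme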
PAD4 inh – inhibitors of human PAD4 | Q9UM07 | 330,000 compounds, 0.41% hits | inhibition, % at 6.36 µM | recombinant PAD4, RCA probe fluorescence polarization;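 active = percent inhibition above a cutoff equal to the mean of all tested compounds plus 3 SD, cut at about 15% in these data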;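 also: 0% = PAD4 with RCA probe and DMSO and 100% = probe without PAD4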
Target sequence (Q9UM07 whole entry, looked up): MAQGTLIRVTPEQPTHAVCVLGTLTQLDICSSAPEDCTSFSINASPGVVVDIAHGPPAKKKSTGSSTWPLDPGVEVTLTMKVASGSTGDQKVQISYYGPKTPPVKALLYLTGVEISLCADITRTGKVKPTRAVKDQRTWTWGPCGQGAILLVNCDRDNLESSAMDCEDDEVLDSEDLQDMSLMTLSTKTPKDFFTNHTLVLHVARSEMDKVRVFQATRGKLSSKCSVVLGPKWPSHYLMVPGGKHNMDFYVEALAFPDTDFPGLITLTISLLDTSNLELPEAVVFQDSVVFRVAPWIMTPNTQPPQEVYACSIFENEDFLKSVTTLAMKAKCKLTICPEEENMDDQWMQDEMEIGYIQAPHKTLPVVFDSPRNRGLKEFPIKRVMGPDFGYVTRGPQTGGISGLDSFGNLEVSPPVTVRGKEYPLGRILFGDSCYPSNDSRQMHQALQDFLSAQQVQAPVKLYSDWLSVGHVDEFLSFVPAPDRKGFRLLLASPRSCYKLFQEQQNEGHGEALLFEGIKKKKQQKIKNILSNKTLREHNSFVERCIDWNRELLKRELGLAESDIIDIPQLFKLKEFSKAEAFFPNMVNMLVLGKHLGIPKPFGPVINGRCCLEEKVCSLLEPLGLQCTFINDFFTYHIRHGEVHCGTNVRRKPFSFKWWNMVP
PME-1 primary – PME-1 (human) inhibition | recombinant PME-1, FP-Rh probe fluorescence polarization | Q9Y570 | inhibition, % at 5.9 µM | 320,000 compounds, 0.53% hits;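 active = inhibition above the campaign mean of all compounds plus 3 SD, cut at about 26% in these data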;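 also: competitive labeling of PME-1 active site by serine hydrolase directed probe; 0% = PME-1 with DMSO and 100% = wells lacking PME-1 enzyme; inhibitors block probe labeling so polarization falls and inhibition rises; many of its hits are not listed in these tables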
pPAFAH FP inh – inhibitors of human plasma PAF acetylhydrolase (pPAFAH); Q13093; recombinant pPAFAH, FP-rhodamine probe fluorescence polarization; inhibition, % at 3.39 µM; 330,000 compounds, 1.5% hits; AID 463082;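 active = inhibition above the mean inhibition across the screen plus 3 SD, cut at about 25% in these data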;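 also: inhibitors block binding of the rhodamine activity-based probe so polarization drops; 0% = enzyme with DMSO and 100% = wells lacking pPAFAH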
LYPLA2 inh – counter-screen for PME1 inhibitors: inhibitors of human LYPLA2 | O95372 | recombinant LYPLA2, FP-Rh probe fluorescence polarization | inhibition, % at 5.9 µM | 320,000 compounds, 0.38% hits;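 active = inhibition above the screen-wide mean plus 3 SD, limit set per campaign, cut at about 26% in these data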;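 also: 0% = LYPLA2 with DMSO and 100% = wells lacking LYPLA2 enzyme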
PAFAH1B2 inh – PAFAH1B2 (human) inhibition; AID 492953; 340,000 compounds, 1.2% hits; P68402; inhibition, % at 3.39 µM; recombinant PAFAH1B2, FP-rhodamine activity probe, fluorescence polarization;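 active = inhibition above the mean of all tested compounds plus 3 SD, cut at about 24% in these data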;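 also: 0% = enzyme with DMSO and 100% = wells lacking PAFAH1B2; many of its hits are not listed in these tables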
PAFAH1B3 inh – PAFAH1B3 (human) inhibition. inhibition, % at 3.39 µM. Q15102. 340,000 compounds, 0.28% hits. recombinant PAFAH1B3, FP-rhodamine probe, fluorescence polarization;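 active = inhibition above the screen-wide average of all tested compounds plus 3 SD, cut at about 25% in these data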;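 also: 0% = enzyme with DMSO only and 100% = wells lacking PAFAH1B3 protein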
Target sequence (Q15102 whole entry, looked up): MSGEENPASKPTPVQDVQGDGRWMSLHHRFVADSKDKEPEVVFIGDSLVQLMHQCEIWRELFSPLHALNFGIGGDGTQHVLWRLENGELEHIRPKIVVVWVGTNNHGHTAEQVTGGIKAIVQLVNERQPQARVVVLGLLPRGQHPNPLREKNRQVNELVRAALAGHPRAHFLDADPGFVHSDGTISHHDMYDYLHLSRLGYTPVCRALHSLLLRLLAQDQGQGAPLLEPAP
* hit, by the source's call; nt = not tested or not shown. These rows are one share of the data; rates above refer to the full screens.

SMILES	LYPLA1 inh	PAFAH2 FP inh	GSTO1 counter	PAD4 inh	PME-1 primary	pPAFAH FP inh	LYPLA2 inh	PAFAH1B2 inh	PAFAH1B3 inh
CCOC(=O)c1ccc(NC(=O)CSc2nc(N)c(NC(=O)c3ccc(Br)o3)c(=O)[nH]2)cc1	-1	6	0	0	0	5	-1	1	7
CCN(CC(=O)Nc1ccc(NC(C)=O)cc1)C(=O)/C=C/c1ccco1	2	-2	1	5	-4	0	6	-1	1
Cc1ccccc1-c1nc(CS(=O)(=O)CC(=O)NC(C)c2ccccc2)c(C)o1 (stereo not given)	2	-1	2	-2	-4	10	5	6	12
CCCNC(=O)C(Cc1ccccc1)NS(=O)(=O)c1cccc2nsnc12 (stereo not given)	3	-2	11	0	0	1	4	0	-6
Cc1ccc(S(=O)(=O)NCCc2ccncc2)cc1[N+](=O)[O-]	3	-2	2	-2	-7	7	10	2	3
Cc1ccc2c(c1)N(C(=O)CCC(=O)N1CCOCC1)CC(C)O2 (stereo not given)	-3	-4	3	1	-1	4	1	6	5
CCC(C)NCCOCCOc1ccccc1-c1ccccc1 (stereo not given)	1	-1	0	-5	1	-3	2	6	9
O=C(Nc1cccc(O)c1)C1CC(c2c(F)cccc2Cl)=NO1 (stereo not given)	-2	-2	6	-5	2	2	-3	-4	7
CN(CC(=O)Nc1ccccc1Cl)C(=O)COC(=O)CNC(=O)c1ccc(Br)o1	1	-1	2	1	0	3	4	0	-1
CC(=O)c1ccccc1OC(=O)CCN1C(=O)c2ccccc2C1=O	2	-9	-3	3	6	7	7	4	-2
CCC(CO)Oc1cc(NC(=O)c2ccc(N)cc2)c2ncn(C(C)C)c2c1 (stereo not given)	nt	-2	nt	3	nt	5	nt	2	-6
CN1C(=O)[C@H]2[C@@H](/C=C/c3ccccc3)N3C(=O)CN(Cc4ccc(-c5ccccc5)cc4)C(=O)[C@@]3(C)[C@H]2C1=O	nt	6	nt	0	nt	5	nt	1	4
Cc1n[nH]c(C)c1CCCCOc1ccc([N+](=O)[O-])cc1	3	2	2	1	0	5	5	2	11
Cc1ccc(S(=O)(=O)N(C)Cc2nc(-c3ccncc3)no2)cc1	-1	5	-3	-1	1	-1	13	5	7
CCOc1ccc(CC(=N)C2=C(O)CC(C)(C)CC2=O)cc1OCC	-5	-3	0	-1	-2	-1	-1	0	6
O=C(O)CCS(=O)(=O)c1ccc(-c2ccccc2)cc1	0	-2	-5	-2	1	3	1	2	-4
Cc1csc(NC(=O)CSc2nnc(CCNC(=O)c3cccs3)n2C)n1	-3	-1	0	-5	5	-2	-4	-7	3
COc1cccc(-n2c(SCC(=O)NCc3cccs3)nc3ccccc3c2=O)c1	-4	-5	-1	-4	7	6	-3	5	-3
COc1ccc(NC(=O)C(NC(=O)c2ccc(C)cc2)c2ccccc2)cc1 (stereo not given)	-8	-147	-6	-5	-4	-1	-5	-1	3
Cc1ccc(/C=N/N2C(=S)SC(C)(C)C2N(O)C(=O)Nc2ccc([N+](=O)[O-])cc2)cc1 (stereo not given)	-26	-34	-5	2	11	6	-27	12	11
CCCc1[nH]nc2c1C(Cc1ccccc1)C(C#N)=C(N)O2 (stereo not given)	4	8	5	3	6	-3	1	8	0
COc1ccc(S(=O)(=O)Cc2ccc(C(=O)NCCc3ccc(S(N)(=O)=O)cc3)o2)cc1	2	1	7	-1	0	3	-1	-3	14
CCc1cc2c(=O)c(-c3nc4ccccc4n3C)c(C)oc2c(CN2CCCCC2)c1O	2	1	11	1	-1	3	3	-1	2
CSc1ccccc1C(=O)N1CCN(S(=O)(=O)c2sc(C(=O)O)c(C)c2C(=O)O)CC1	-2	2	nt	2	1	-1	2	1	2
COc1cc(C(=O)Nc2ccccc2SCc2cc(=O)n3nc(C)sc3n2)cc(OC)c1OC	2	-23	2	4	1	6	-5	0	0
O=C(COC(=O)COc1cccc(C(F)(F)F)c1)NC(=O)NC1CCCCC1	1	5	-8	1	2	7	0	-2	-3
COc1ccc(-c2nnc(SCC(=O)NNC(=O)c3ccc(C)cc3)o2)cc1	-4	3	12	-5	-4	1	-8	5	11
N#Cc1c(-c2ccco2)cc(-c2ccccc2)[nH]c1=O	-4	15	5	-3	-6	20	0	6	10
Brc1ccc2c(c1)[C@H]1OCC[C@H]1[C@@H](c1cccs1)N2	-2	2	-3	-2	4	-3	-3	7	7
COc1ccc(OC)c(C(=O)CSc2nccc(-c3ccc(Br)cc3)n2)c1	-3	-7	-1	-5	-20	-3	-5	5	2
Cc1ccc(Oc2nc3ccccn3c(=O)c2/C=C(\C#N)C(=O)NC2CCS(=O)(=O)C2)c(C)c1 (stereo not given)	0	6	3	4	-2	7	3	1	3
O=C(Nc1ccccc1)c1csc(-c2ccccc2)n1	-4	1	0	-7	-3	5	0	5	1
CC(=O)N1CCC2(CC1)C(C#N)=C(N)OC1=C2C(=O)CC(C)(C)C1	-5	3	0	-2	1	4	1	2	4
Cc1ccc(C(=O)NCC(c2ccco2)N2CCOCC2)cc1 (stereo not given)	2	4	-6	1	0	6	3	4	7
COc1ccc(C2C/C(=N\O)C(C)(C)O2)cc1 (stereo not given)	-2	-2	2	-2	-1	9	5	-1	3
O=C(Nc1cccc(Cl)c1)c1ccc(F)c(S(=O)(=O)N2CCN(c3ccccn3)CC2)c1	-38	-68	-33	-8	-64	-33	-53	-34	-62
CCOC(=O)c1ccc(S(=O)(=O)NNC(=O)Cc2csc(C)n2)cc1	nt	-6	nt	2	nt	1	nt	4	1
CC1CCC2(CC1)NC(=O)N(CC(=O)NCCc1ccccc1)C2=O (stereo not given)	nt	6	nt	-3	nt	4	nt	8	7
CCSc1nc2c([nH]c3ccccc32)c(=O)n1C	0	-2	0	3	2	-3	-3	3	-2
COc1ccc(-n2c(=S)[nH]c3cc(C(=O)NCc4cccnc4)ccc3c2=O)c(OC)c1	-5	3	8	1	2	6	-2	4	4
COc1ccc(C(=O)N(C)Cc2ccccc2F)cc1S(=O)(=O)N1CCCC1	3	0	nt	1	-2	4	-2	5	0
CC(C)(C)NC(=O)C(c1cccs1)N(Cc1cccs1)C(=O)c1csnn1 (stereo not given)	6	-3	13	1	5	0	4	8	3
CCOC(=O)CN1C(=O)C(Sc2n[nH]c(-c3cccc(C)c3)n2)CCc2ccccc21 (stereo not given)	-6	3	4	-3	1	-7	-10	0	5
Cc1onc(-c2c(F)cccc2Cl)c1C(=O)NCCN1CCNC1=O	-1	nt	6	4	1	0	-1	nt	nt
O=C(Cn1nnc(-c2ccccc2)n1)N/N=C/c1cc([N+](=O)[O-])c(Cl)cc1Cl	7	-1	5	2	10	0	10	4	-4
CCCn1nnnc1NCc1ccccc1C	0	7	-8	-1	-4	2	0	2	9
CCc1cc(=O)oc2cc(OCC(=O)N3CCC(C(N)=O)CC3)ccc12	5	2	0	2	3	0	1	3	3
O=C(Nc1ccc(OC(F)(F)F)cc1)C1=NCCN1	3	-6	5	0	-4	7	-11	1	-3
CCOC(=O)c1oc2cccc(OCC(O)CNC(C)C)c2c1C (stereo not given)	1	0	2	4	-41	-2	0	3	5
O=C(CC1CC2CCC1C2)N1CCN(S(=O)(=O)c2ccccc2C(F)(F)F)CC1 (stereo not given)	0	2	nt	-1	12	-1	3	3	-1
COc1cccc(NC(=O)C2CCCN(S(=O)(=O)c3cccc4nonc34)C2)c1 (stereo not given)	-2	-5	-7	-1	-1	5	-1	1	-5
C=CCOC(=O)C1=C(C)NC(=O)NC1/C=C/c1ccccc1 (stereo not given)	-4	1	-7	-1	2	4	-1	-3	1
Cc1ccc(-n2nc(C(=O)N/N=C/c3cccc(C(F)(F)F)c3)c3ccccc3c2=O)cc1C	2	nt	7	-7	-3	3	3	nt	nt
CC(C)(C)c1cc(C(=O)NC2CC2)n(Cc2ccc(F)cc2)n1	-2	nt	-7	1	2	1	4	nt	nt
N#C/C(=C\Nc1ccc2cn[nH]c2c1)c1nc(-c2ccc(Cl)cc2)cs1	-11	-26	19	-10	-8	2	-16	-9	-20
S=C(Nc1ccccc1)Nn1cnnc1	1	3	5	-2	-1	0	4	4	2
Cc1ccc(NC(=O)CSc2nnc(NC(=O)C(C)C)s2)c(C)c1	-3	3	0	4	4	0	9	2	-1
Cc1ccc(-n2c3nc(=O)n(C)c(=O)c-3cc3ccccc32)cc1	-3	nt	4	-4	-3	11	-5	nt	nt
CCCSc1nnc(NC(=O)c2nc(SC)ncc2Cl)s1	-3	7	-12	-5	-8	-6	-6	5	-2
CCn1c(CNC(=O)c2ccco2)nnc1SCC(=O)Nc1ccccc1Cl	-2	7	-2	2	-1	3	0	6	-4
Remaining list, next part
SMILES	LYPLA1 inh	PAFAH2 FP inh	GSTO1 counter	PAD4 inh	PME-1 primary	pPAFAH FP inh	LYPLA2 inh	PAFAH1B2 inh	PAFAH1B3 inh
CCc1nnc(NC(=O)c2cc(-c3ccccc3)nn2-c2ccccc2)s1	-6	-4	-7	2	-6	2	1	12	5
Cc1onc(-c2ccccc2Cl)c1C(=O)N(Cc1ccccc1)C(C)C	-1	0	2	-4	2	1	-2	4	4
O=C(O)CCNS(=O)(=O)c1ccc(Oc2ccccc2)cc1	0	-2	1	-3	-3	3	9	9	4
Cc1cc(C(=O)N2CCC(Cc3ccccc3)CC2)c(C)o1	2	3	0	4	1	4	-7	3	11
Clc1ncc(CN2CCN(c3ccccc3)CC2)s1	-4	-1	1	-5	-3	7	-5	0	0
O=C1N2CCSC2=NC1(NS(=O)(=O)c1ccccc1)C(F)(F)F (stereo not given)	0	9	7	1	1	3	6	1	5
O=C(NCC1CCCO1)C(c1ccncc1)N(Cc1cccs1)C(=O)CN1C(=O)c2ccccc2S1(=O)=O (stereo not given)	3	6	0	-5	0	-2	-3	5	0
CCOC(=O)C1=NN(C(=O)c2ccccc2)C(O)(c2ccc(C)cc2)C1 (stereo not given)	-2	11	7	-2	8	2	3	7	9
Cc1[nH]n(-c2ccc(Cl)c(Cl)c2)c(=O)c1CCO	-1	-12	7	0	-3	-2	-7	1	-5
O=C(COC(=O)c1cccc(S(=O)(=O)N2CCc3ccccc32)c1)NCc1ccco1	-3	33*	-4	-7	1	13	1	5	8
O=C1CC(c2ccccc2)N1c1ccccc1 (stereo not given)	2	0	-6	-4	3	0	1	2	2
CCN(CC)CC#CCOC(=O)C(O)(c1ccccc1)C1CCCCC1 (stereo not given)	0	-5	10	-1	-5	2	2	2	1
O=C(c1ccccc1)c1cn[nH]c1-c1ccccc1O	-4	-2	4	1	-2	3	-7	5	4
O=C(CSc1nnc(-c2ccccn2)n1-c1ccc(Cl)cc1)Nc1ccc2c(c1)OCO2	1	-2	0	5	0	5	0	1	9
CCOC(=O)C(Cc1ccccc1)C(=O)c1ccco1 (stereo not given)	4	-22	0	-4	1	6	-5	-4	9
COc1ccccc1CNC(=O)c1cccc(C)c1[N+](=O)[O-]	7	-6	1	-2	0	0	7	4	5
COC(=O)CSc1nc2cc(C)cc(C)c2cc1C#N	4	5	4	-2	3	4	12	-1	9
O=C(CCCOc1ccc(Cl)cc1Cl)NN1CCOCC1	-2	0	0	-3	-3	-1	-9	1	7
CN(CC(=O)Nc1ccccc1Br)C(=O)CNC(=O)c1ccco1	0	4	-3	0	-3	4	-2	9	8
O=C(CSc1nc2ccccc2nc1N1CCCCC1)N1CCN(c2ccccc2)CC1	0	-4	3	4	0	4	6	0	-3

Bioassay records as filed in PubChem.
